CHRM1 agonist: agonists of human M1 muscarinic receptor. P11229. CHO-K1 hM1, Fluo-8 calcium fluorescence, agonist mode; 0% DMSO, 100% acetylcholine EC100. activation, % at 3 µM. AID 588814. actives 0.33% (n = 360,000);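 active = activation above the run's mean compound activation plus 3 SD, cut at about 16% in these data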;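 note: peak over basal fluorescence ratio within a 140 s kinetic read after compound addition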
Target sequence (P11229 whole entry, looked up): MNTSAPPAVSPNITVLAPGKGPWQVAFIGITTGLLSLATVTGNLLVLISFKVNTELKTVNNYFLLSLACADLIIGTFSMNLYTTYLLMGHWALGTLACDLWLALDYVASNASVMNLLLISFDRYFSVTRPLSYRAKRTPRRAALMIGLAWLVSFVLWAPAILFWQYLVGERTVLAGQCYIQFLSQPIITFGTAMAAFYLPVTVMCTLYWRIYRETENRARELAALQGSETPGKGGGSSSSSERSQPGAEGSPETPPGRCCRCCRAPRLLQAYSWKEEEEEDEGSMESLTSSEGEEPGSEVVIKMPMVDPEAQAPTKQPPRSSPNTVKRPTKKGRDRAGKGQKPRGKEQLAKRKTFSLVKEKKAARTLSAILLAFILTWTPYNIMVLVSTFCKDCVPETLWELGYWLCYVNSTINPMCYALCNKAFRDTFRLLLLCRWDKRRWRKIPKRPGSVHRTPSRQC
CHRM1 PAM: potentiates human M1 receptor response to acetylcholine. P11229. CHO-K1 hM1, Fluo-8 calcium fluorescence, ACh EC20; 0% = ACh EC20, 100% = maximal ACh. activation, % at 3 µM. actives 0.088% (n = 360,000). AID 588819; in the data active = activation above about 19%, passing the limit was not always enough
CHO-K1 Ca PAM: counter-screen for M1 PAMs: effect in parental CHO-K1 cells; ATP EC20, Fluo-8 calcium fluorescence; 0% at ATP EC20, 100% at ATP max; activation, % at 3 µM; actives 0.02% (n = 360,000); AID 602247;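 active = activation above the run cutoff, the mean activation of all test compounds plus 3 SD, cut at about 40% in these data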;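 note: peak over basal fluorescence ratio in a 140 s read after ATP addition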
CHO-K1 Ca ag: counter-screen for M1 agonists: effect in parental CHO-K1 cells | Fluo-8 calcium fluorescence; scaled to maximal ATP response, vehicle zero | activation, % at 3 µM | actives 0.48% (n = 360,000); in the data active = activation above about 15%;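 note: untransfected CHO-K1 host cells lacking M1 receptor as counterscreen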
M1 antag: antagonists of human M1 muscarinic receptor; P11229; CHO-K1 hM1, Fluo-8 calcium fluorescence, ACh EC80 antagonist; inhibition, % at 3 µM; actives 1.3% (n = 360,000);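 active = percent inhibition above its own plate's cutoff, namely the mean of that plate's compound wells plus 3 SD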;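 note: peak over basal fluorescence ratio during 140 s after agonist addition; 0% = ACh EC80 plus DMSO and 100% = DMSO alone without agonist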
TAAR1 agonist: agonists of human TAAR1. CHO RD-HGA16 TAAR1, Fluo-8 calcium fluorescence; vehicle wells 0%, saturating PEA agonist 100%. activation, % at 3 µM. Q96RJ0. actives 0.99% (n = 360,000). AID 624467;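 active = activation above the mean activation of all test compounds in the run plus 3 SD, cut at about 38% in these data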
Target sequence (Q96RJ0 whole entry, looked up): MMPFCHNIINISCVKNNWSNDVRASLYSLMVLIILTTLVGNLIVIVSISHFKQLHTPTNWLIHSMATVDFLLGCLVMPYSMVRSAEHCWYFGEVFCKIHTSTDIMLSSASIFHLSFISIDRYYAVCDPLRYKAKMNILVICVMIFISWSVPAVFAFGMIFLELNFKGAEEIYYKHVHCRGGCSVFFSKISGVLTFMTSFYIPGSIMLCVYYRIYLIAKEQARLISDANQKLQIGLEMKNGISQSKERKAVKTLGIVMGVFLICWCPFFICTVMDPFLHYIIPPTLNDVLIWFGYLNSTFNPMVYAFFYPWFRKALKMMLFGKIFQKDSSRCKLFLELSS
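test system = CHO RD-HGA16 cells carrying human TAAR1 plus Gα16 | schedule = 17-24 h seeding, 75 min 37 °C dye, 30 min RT | compound dosing = 3 µM single concentration | control set = DMSO and PEA EC100 | replicates = n 1 | signal = Fluo-8 fluorescence, 5 s baseline then 140 s kinetic read | measure = percent activation vs PEA EC100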
TAAR1 antag: human TAAR1 antagonism; Q96RJ0; CHO RD-HGA16 TAAR1, Fluo-8 calcium fluorescence, antagonist; inhibition, % at 3 µM; actives 1.5% (n = 360,000);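 active = inhibition above a per-plate cutoff, the mean inhibition of test compounds on that plate plus 3 SD, cut at about 49% in these data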;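 note: 0% = DMSO plus EC80 beta-PEA response and 100% = DMSO alone without agonist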
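Material: RD-HGA16 CHO cells with stable hTAAR1 and Gα16; Dosing: single nominal final test compound concentration of 3 µM; Schedule: seeding 17-24 h prior, 75-min 37 °C, 30-min RT dye loading; Detection: kinetic Fluo-8 calcium fluorescence measurement; Measure: % inhibition from peak post-agonist over basal fluorescence ratio; Benchmarks: vehicle and agonist controls.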
CHO-K1 Ca antag: M1 antagonist counterscreen hit in parental CHO-K1 cells. ATP-induced calcium, Fluo-8 fluorescence. actives 0.6% (n = 360,000). inhibition, % at 3 µM;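 active = inhibition above a per-plate cutoff, the plate's mean sample inhibition plus 3 SD, cut at about 24% in these data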;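 note: 0% = DMSO plus EC80 ATP and 100% = DMSO alone without ATP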
CHO parental Ca: counter-screen for OX1R antagonists: effect in parental CHO cells. parental CHO-K1, ATP-induced calcium, Fluo-8 fluorescence. inhibition, % at 5.6 µM. actives 0.63% (n = 330,000). AID 463079;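 active = inhibition above that plate's mean sample inhibition plus 3 SD, cut at about 26% in these data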;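 note: 0% = ATP-challenged DMSO wells and 100% = DMSO wells without ATP; some compounds past the cut are filed as inactive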
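material = parental CHO cells | also added = ATP as calcium-mobilizing challenge | dosing = single point at 5.6 µM | detection = intracellular calcium via Fluo-8 no-wash fluorescent dye | read-out = % inhibition | benchmarks = low control ATP plus DMSO, high control DMSO only | repeats = one well per compound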
Active calls of the source: *; nt = not tested or not shown. Rows are unselected; overall some 4.4% were active at least once.

SMILES	CHRM1 agonist	CHRM1 PAM	CHO-K1 Ca PAM	CHO-K1 Ca ag	M1 antag	TAAR1 agonist	TAAR1 antag	CHO-K1 Ca antag	CHO parental Ca
CC(=O)Nc1cccc(CP(=O)(c2ccccc2)c2ccccc2)c1	-3	15	-25	0.7	-17	2	-23	5	-7
COc1ccc(Br)cc1/C=N/N1C(=O)CSC1=S	-2	10	-2	-0.4	2	7	-7	6	-5
COc1ccc(C)cc1NC(=O)NNC(=O)C(C)Oc1ccc([N+](=O)[O-])cc1 (stereo not given)	5	5	1	4.9	-7	9	-21	-12	-12
CCN(CC)c1ccc([N+](=O)[O-])cc1C(=O)N1CCOCC1	-6	12	24	0.6	-6	-1	-14	-5	1
CCCOc1ccc(C(=O)CCCC(=O)c2ccc(OCCC)cc2)cc1	-3	-2	8	0.2	-6	1	-14	-5	-7
Fc1cccc(NC(=S)N2CCc3ccccc32)c1	-4	7	1	0.1	-2	-3	-4	8	nt
CCOc1ccc2ccccc2c1/C=N/NC(=O)CNC(=O)C(c1ccccc1)c1ccccc1	-5	-7	0	-0.1	11	6	-11	8	-18
Cc1ccc2nc(-c3cccc(Br)c3)cc(C(=O)NC3=NCCS3)c2c1	-7	-1	-13	0.9	7	-1	2	-16	-17
CC(OC(=O)c1ccco1)C(=O)Nc1ccc(C(F)(F)F)cc1 (stereo not given)	2	12	15	0.3	-2	12	-21	14	-10
O=C(N/N=C\c1cccnc1)c1ccccc1O	-1	-7	-4	0.2	10	7	-2	-2	-1
S=C1N(c2ccccc2)C(c2cccc3ccccc23)N2CCCN12 (stereo not given)	-4	0	20	-0.1	-19	9	7	-15	-5
COc1ccccc1C(=O)N/C(=C\c1cn(S(=O)(=O)N(C)C)c2ccccc12)C(=O)N1CCCC1	-1	1	-22	1.7	13	2	10	5	-25
Cc1ccc(NC(=O)C2(C)CCN2C(C)C)cc1C (stereo not given)	-5	3	10	0.5	-5	0	-20	-5	nt
O=C1NC(Cc2ccc(O)cc2)c2nc3cc(Cl)ccc3c(=O)n2-c2ncccc21 (stereo not given)	-1	4	22	1.7	-9	4	2	-13	nt
COc1cccc(C(c2ccccc2)N2C3CCC2CN(S(=O)(=O)c2ccc(F)cc2)CC3)c1 (stereo not given)	-5	8	0	0.1	-15	0	0	-5	-13
O=c1c2ccccc2cnn1Cc1ccc(Cl)c(Cl)c1	-3	6	12	0.1	-12	-1	15	-1	-23
CN(c1ccc(C(=O)N2CCCCC2)cc1)S(=O)(=O)c1ccccc1	7	-14	4	7.4	-5	10	7	7	38*
Nc1c(C(=O)OCC(=O)Nc2ccc(OC(F)F)cc2)[nH]c(=O)[nH]c1=O	-1	2	2	0.3	1	2	7	-17	-7
CCCCN(CC)C(=O)C1CCC(=O)N(c2ccc(OC)cc2)C1c1ccc(OC)c(OC)c1 (stereo not given)	3	8	18	0.6	-7	nt	nt	-7	-11
O=C(COC(=O)CCC(=O)c1ccc(Cl)cc1)NCc1ccc(F)cc1	1	4	13	2.5	-13	0	-13	-15	-5
Cc1ccc2c(c1)N(CC(=O)N1CCN(c3ccccc3)CC1)C(=O)C(C)O2 (stereo not given)	-3	10	6	2.9	-10	-1	16	-12	-18
NC(=O)CC(NC(=O)c1cccc(Br)c1)c1ccc(NC2CCCCCCC2)c([N+](=O)[O-])c1 (stereo not given)	-6	-9	4	0.2	27	-1	7	-8	-12
Cc1ccccc1OCC(O)CN(Cc1ccccc1O)C1CCCCC1 (stereo not given)	-4	-5	-8	1.4	5	1	-22	-11	-30
O=c1c(Br)c(N2CCCC2)cnn1-c1ccccc1	-6	1	15	7.0	-1	-1	-21	-5	-3
CC1CCCC(NC(=O)CSc2nccn2C)C1C (stereo not given)	-4	8	9	0.2	-2	12	-15	-5	-7
SMILES	CHRM1 agonist	CHRM1 PAM	CHO-K1 Ca PAM	CHO-K1 Ca ag	M1 antag	TAAR1 agonist	TAAR1 antag	CHO-K1 Ca antag	CHO parental Ca
CSc1nc(=O)n2cc(C)ccc2n1	-8	-4	10	0.9	14	5	9	-1	-6
CN(C)c1nc2c(c(=O)[nH]c(=O)n2C)n1Cc1ccccc1Br	-3	17	26	0.6	-7	5	-11	-7	-10
CC(=O)Nc1ccc2c(c1)C(=O)N(c1ccc(C)cc1)C2=O	0	-3	9	0.3	-9	-1	20	-2	0
Cc1nn(Cc2ccccc2)c(C)c1C(=O)NCCN1C(=O)S/C(=C\c2ccc(F)cc2)C1=O	-6	3	25	1.2	1	2	0	-17	-1
COc1ccc(S(=O)(=O)N2CCOCC2)cc1NC(=O)COc1ccccc1OC	-5	4	7	5.4	6	5	9	-13	-6
CCOC(=O)NC(CC(=O)O)c1ccc(OC)c(OC)c1 (stereo not given)	-2	-3	-7	0.2	1	6	0	10	3
CC(C)N(C(=O)COC(=O)[C@H](C)NC(N)=O)c1ccccc1	-1	4	5	1.0	5	0	-15	-2	11
Cc1nn(CC(=O)Nc2ccccn2)c(=O)c2ccccc12	0	4	-3	0.1	-6	10	-7	1	-1
O=C(COc1ccc(Br)cc1CNC1CCCCC1)NCCc1ccccc1	1	-10	6	4.7	9	22	5	-6	-6
O=C(O)/C=C/C(=O)NCC1CCC(CNC(=O)/C=C/C(=O)O)CC1 (stereo not given)	-4	11	12	2.4	-13	0	-30	-10	-8
CCCN(CC(=O)Nc1ccccc1OC)C(=O)Cc1ccccc1F	-2	3	17	1.3	0	1	-9	-23	-4
CCOc1cccc2cc(C(=O)NCc3ccccc3)c(=N)oc12	-3	6	13	1.4	-9	nt	nt	-10	-14
CCC(=O)Nc1cc2c(cc1Cl)-c1ccccc1C2	1	0	-4	2.3	-7	0	-1	-10	nt
O=C(c1ccc(-c2ccccc2)cc1)C1CCCN(C(=O)c2ccncc2)C1 (stereo not given)	-10	-5	-7	3.9	7	4	12	10	-25
COc1ccc(C(=O)O/N=C(\N)c2ccncc2)cc1OC	-4	12	20	0.0	-6	1	-5	-2	7
CC(C)NC(=O)CN1CCN(C(=O)CCl)CC1	-4	6	-9	0.0	0	7	4	-2	4
Cc1cc(C)c(C(=O)NC2CC(C)(C)Cc3c2cnn3-c2ccccc2)o1 (stereo not given)	-3	-3	-20	-0.7	7	-1	-46	7	-21
COc1cccc(C(=O)NCCS(=O)(=O)NCc2ccco2)c1	-3	7	8	0.7	-14	1	4	37*	-11
CSc1cccc(CN2CCC(CO)(Cc3ccccc3)CC2)c1	-14	7	11	0.4	-10	3	6	1	-21
CC(C)(C)C(=O)CN1C(=O)NC2(CCc3ccccc32)C1=O (stereo not given)	-3	-2	-10	-0.2	2	6	2	-3	-4
O=C(NCc1cccnc1)c1ccccc1-c1ccccc1	-9	4	0	0.0	-5	8	6	4	-14
N#CC(C(O)c1ccccc1)N1CCOCC1 (stereo not given)	0	1	7	-0.1	-7	3	-8	0	nt
O=C(NCCCO)c1nnc(Cc2c(F)cccc2Cl)o1	-3	8	3	0.2	-1	11	5	-6	-4
O=C(Nc1nnc([C@H]2C[C@H](O)[C@@H](CO)O2)s1)c1cccc(Cl)c1	1	9	-4	-0.2	-8	2	-5	8	nt
CC1=C(C#N)C(C)C2=C(CC(C)(C)CC2=O)N1 (stereo not given)	0	5	5	0.2	3	0	11	1	3
SMILES	CHRM1 agonist	CHRM1 PAM	CHO-K1 Ca PAM	CHO-K1 Ca ag	M1 antag	TAAR1 agonist	TAAR1 antag	CHO-K1 Ca antag	CHO parental Ca
O=C(NCCCCc1ccccc1)c1ccccc1Br	-3	17	-3	-0.1	-20	3	-16	2	-7
O=C(COc1cc(O)c2c(=O)cc(-c3ccccc3)oc2c1)c1cccc([N+](=O)[O-])c1	0	9	4	0.2	-15	0	5	-7	-10
CC(=O)Nc1ccc(S(=O)(=O)N(C)c2ccc(OCC(=O)OCC(=O)NCc3ccco3)cc2)cc1	-3	9	23	2.3	-14	2	2	-12	-6
Cc1cccc(C)c1-n1nnnc1C1(C)CCC(=O)N1Cc1cccnc1 (stereo not given)	nt	nt	4	0.8	nt	0	-10	-10	nt
O=C(NCCc1nc2ccccc2[nH]1)c1ccc([N+](=O)[O-])cc1	-4	6	7	0.7	-6	0	-13	-3	-20
Cc1cc(C)c(C#N)c(SC(C(=O)NC(C)(C)C)c2ccccc2)n1 (stereo not given)	-7	7	0	0.4	-3	9	-9	1	-21
Cc1c(C(=O)OCC(=O)N2c3ccccc3CC2C)oc2ccccc12 (stereo not given)	-1	-2	-26	0.0	14	10	11	7	2
Cc1cc2cc(CN(Cc3ccc4c(c3)OCO4)C(=O)c3ccco3)c(=O)[nH]c2cc1C	-2	1	12	4.6	4	nt	nt	7	-11
COc1ccc(OC)c(/C=N\NC(=O)c2c(C)nc3cc(C)ccn23)c1	-3	1	-7	0.1	-3	5	1	6	-24
O=C1COc2ccc(S(=O)(=O)N3CCCC3)cc2N1	-4	2	14	1.4	1	0	3	-10	4
O=C(O)CC(C(=O)O)n1nc(-c2ccccc2)cc1-c1ccccc1 (stereo not given)	-3	2	18	0.1	-11	11	0	-12	-2
O=C(COC(=O)/C=C/c1ccccc1)NNC(=O)c1ccc([N+](=O)[O-])cc1	0	7	12	0.9	-13	-1	-23	-6	-11
CC(=O)Nc1ccc(NC(=O)C(NS(=O)(=O)c2cccc3nsnc23)C(C)C)cc1 (stereo not given)	-4	0	6	-0.2	6	4	-29	-1	-12
CCOc1ccc2nc(NCCNC(=O)CC)c(C#N)cc2c1	-2	7	9	0.7	-14	0	3	1	-10
O=C(NC1CC1)c1ccc(NC(=O)C2CCC2)cc1	-2	4	3	0.2	-10	0	8	-2	nt
O=C(NCc1cn(-c2ccccc2)nc1-c1ccccc1)c1cc([N+](=O)[O-])cc([N+](=O)[O-])c1	-3	1	14	2.5	0	7	-3	-11	-7
COc1ccc(C=NNc2ccc([N+](=O)[O-])cc2S(=O)(=O)Nc2ccccc2C(=O)O)cc1OC	-3	-2	-9	0.1	8	2	-22	0	-12
CC(C)CCN1CCN(Cc2ccc(C(F)(F)F)cc2)CC1CCO (stereo not given)	-6	4	19	1.7	-8	7	-6	-17	-19
O=C(Nc1ccc(-c2ccc([N+](=O)[O-])cc2)cc1)c1ccccc1F	-2	8	4	0.7	-8	7	-1	-12	9

In the list so far, 2 have two or more sulfur atoms.
SMILES	CHRM1 agonist	CHRM1 PAM	CHO-K1 Ca PAM	CHO-K1 Ca ag	M1 antag	TAAR1 agonist	TAAR1 antag	CHO-K1 Ca antag	CHO parental Ca
COc1ccc(Br)cc1/C=N/N1C(=O)CSC1=S	-2	10	-2	-0.4	2	7	-7	6	-5
CC(=O)Nc1ccc(NC(=O)C(NS(=O)(=O)c2cccc3nsnc23)C(C)C)cc1 (stereo not given)	-4	0	6	-0.2	6	4	-29	-1	-12

High-throughput results as filed in PubChem.
